High-throughput results: PubChem BioAssay, NMMLSC
Bim-Bcl-XL: disrupts Bim peptide binding to human Bcl-XL; 0.04% of 190,000 active; AID 1007; Q07817; bead flow cytometry, fluorescence; inhibition, % at 10 µM
Target sequence (Q07817 whole entry, looked up): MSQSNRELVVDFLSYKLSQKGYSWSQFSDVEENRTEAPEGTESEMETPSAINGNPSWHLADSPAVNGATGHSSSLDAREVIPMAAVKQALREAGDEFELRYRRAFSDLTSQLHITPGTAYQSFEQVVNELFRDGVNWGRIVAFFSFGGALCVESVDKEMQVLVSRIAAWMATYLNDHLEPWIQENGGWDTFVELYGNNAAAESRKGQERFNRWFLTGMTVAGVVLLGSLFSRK
Bim-Bfl-1: inhibitors of Bim-Bfl-1 interaction, human | Q16548 | Bead-based flow cytometry, Bim-Bfl-1 binding inhibition | inhibition, % at 10 µM | 0.12% of 190,000 active | AID 1008;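 also: 0% = wells without compound plus tracer and 100% = blocker peptide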
RGS7-Gao: modulates binding of RGS7 to human Galphao; Multiplexed bead flow cytometry; actives lie on both sides; 0.35% of 220,000 active; P09471; binding response (% of control), % at 10 µM; in the data active = binding response below about 49% or above about 150%; inconclusive = no clear call, values can overlap the other calls; inactive = in between;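 also: fluorescent Galphao held in activated GDP-AlF4 state binding bead-coupled RGS7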
Target sequence (P09471 whole entry, looked up): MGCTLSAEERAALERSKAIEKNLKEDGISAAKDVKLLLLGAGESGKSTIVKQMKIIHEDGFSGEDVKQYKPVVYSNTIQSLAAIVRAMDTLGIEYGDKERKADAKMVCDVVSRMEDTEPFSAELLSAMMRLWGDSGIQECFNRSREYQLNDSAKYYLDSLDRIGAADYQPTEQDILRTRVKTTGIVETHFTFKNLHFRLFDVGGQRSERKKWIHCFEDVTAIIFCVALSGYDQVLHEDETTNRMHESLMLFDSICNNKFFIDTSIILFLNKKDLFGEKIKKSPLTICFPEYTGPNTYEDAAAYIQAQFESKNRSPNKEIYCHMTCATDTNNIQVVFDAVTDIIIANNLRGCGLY
ABCG2 inh: human ABCG2 inhibition, ABCB1 as counter-screen | Q9UNQ0 | IgMXP3 cells, JC-1 efflux, flow cytometry | inhibition, % at 6.6 µM | 0.1% of 190,000 active | AID 1325;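 active = inhibition above 80%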;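 also: 0% = DMSO and 100% = nicardipine control wells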
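Measure – % inhibition of efflux relative to nicardipine and DMSO · Test system – ABCG2 IgMXP3 and barcoded ABCB1 CCRF-Adr cell mix · Control set – nicardipine as high control, DMSO as low control · Compound – one concentration, 6.6 µM final · Signal – flow cytometry of retained JC-1 fluorescence · Timing – 10 min exposure at 25 °C with rotation, no wash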
Bcl-2 Bim block: inhibitors of Bim-Bcl-2 interaction, human. Bead-based flow cytometry, Bim peptide-Bcl-2 binding. inhibition, % at 10 µM. 0.06% of 190,000 active. AID 950; in the data active = inhibition above about 40%; inconclusive = no clear call, values can overlap the other calls;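 also: 0% = no compound wells with probe peptide and 100% = reference peptide inhibitor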
Bcl-W Bim block: inhibitors of Bim-Bcl-W interaction, human; Q92843; bead-based flow cytometry, Bim peptide-Bcl-W binding; inhibition, % at 10 µM; 0.02% of 190,000 active;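 also: 0% = bound tracer without compound and 100% = peptide blocker; higher means less fluorescent Bim peptide bound to Bcl-W beads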
Target sequence (Q92843 whole entry, looked up): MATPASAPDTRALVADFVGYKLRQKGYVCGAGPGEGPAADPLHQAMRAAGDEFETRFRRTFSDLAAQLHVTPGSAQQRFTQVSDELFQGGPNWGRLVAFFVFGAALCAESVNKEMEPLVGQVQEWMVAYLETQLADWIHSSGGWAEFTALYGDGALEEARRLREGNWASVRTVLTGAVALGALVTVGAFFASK
Bim-Bcl-B: human Bim-Bcl-B interaction inhibition. Q9HD36. bead-based flow cytometry, Bim peptide-Bcl-B binding. inhibition, % at 10 µM. 0.073% of 190,000 active. AID 951;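 also: 0% = tracer peptide without compound and 100% = reference inhibitor peptide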
Target sequence (Q9HD36 whole entry, looked up): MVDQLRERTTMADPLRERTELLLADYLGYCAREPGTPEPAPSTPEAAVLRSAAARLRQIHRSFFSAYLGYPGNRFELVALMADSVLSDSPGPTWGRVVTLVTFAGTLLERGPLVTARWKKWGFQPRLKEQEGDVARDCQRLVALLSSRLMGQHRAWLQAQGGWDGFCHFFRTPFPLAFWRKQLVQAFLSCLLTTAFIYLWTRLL
RGS4-Gao reg: human RGS4-Galphao interaction regulation | P09471 | Multiplexed bead flow cytometry, RGS4-Galphao binding; actives lie on both sides | binding response (% of control), % at 10 µM | 0.33% of 220,000 active | AID 1415; in the data active = binding response below about 49% or above about 150%; inactive = in between;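 also: fluorescent Galphao activated with aluminum fluoride binding bead-coupled RGS4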
RGS8-Gao: human RGS8-Galphao interaction regulation; 0.34% of 220,000 active; P09471; multiplexed bead flow cytometry, RGS8-Galphao binding; actives lie on both sides; AID 1423; response (percent of control binding), % at 10 µM; in the data active = response below about 60% or above about 140%; inactive = in between;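 also: Galphao activated as the GDP aluminium fluoride complex binding bead-coupled RGS8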
GSH bead fluor: GSH bead compound fluorescence profile; GSH beads flow cytometry, compound fluorescence 488/530 nm; active compounds read high; AID 1776; fluorescence (KMESF) at 10 µM; 0.25% of 190,000 active; in the data active = fluorescence above about 89;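 also: glutathione beads carrying GST-tagged Bcl family fusion proteins plus one bare bead set; values are compound well signal with DMSO vehicle wells as background; inactives centre near 16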
ABCB1 inh: human ABCB1 inhibition, ABCG2 as counter-screen. inhibition, % at 6.6 µM. P08183. CCRF-Adr cells, JC-1 efflux, flow cytometry. 0.067% of 190,000 active; in the data active = inhibition above about 40%;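 also: 0% = vehicle and 100% = reference inhibitor; higher value means more JC-1 retained so stronger ABCB1 efflux block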
Starred values were filed as active, the others as inactive; ? = inconclusive. Rule as the data show it, unless noted: active = inhibition above about 40%.

canonical_smiles | Bim-Bcl-XL | Bim-Bfl-1 | RGS7-Gao | ABCG2 inh | Bcl-2 Bim block | Bcl-W Bim block | Bim-Bcl-B | RGS4-Gao reg | RGS8-Gao | GSH bead fluor | ABCB1 inh
NC(=S)n1[nH]c(-c2ccccc2)c(N=Nc2ccccc2C(=O)N2CCOCC2)c1=O | -3 | -1 | 92 | 0 | 0 | 0 | -6 | 92 | 98 | 26 | -0.1
O=C(c1ccc(Cl)c(Cl)c1)N1CCC(=O)N(C(COCc2ccc(Cl)cc2)Cc2ccccc2)CC1 (configuration not stated) | -3 | 0 | 100 | 6 | 0 | -1 | -3 | 103 | 103 | 18 | 5.5
CSc1ncccc1C(=O)NC1CCCCCC1 | -2 | -4 | ? | 8 | -3 | 0 | -6 | 99 | 99 | 15 | 1.9
COc1ccc(NC(=O)c2sccc2C)c([N+](=O)[O-])c1 | -4 | -13 | 99 | 32 | -9 | 1 | -5 | 102 | 100 | 29 | 0.6
Cc1ccc(S(=O)(=O)CCc2nc3ccccc3n2CCC#N)cc1 | -3 | -9 | 93 | 1 | -6 | 2 | -5 | 96 | 97 | 36 | 0.9
O=C(Nc1ccc(F)cc1)Nc1ccccc1NS(=O)(=O)c1cccs1 | -7 | -2 | 104 | 1 | -3 | -3 | -1 | 104 | 97 | 19 | -0.2
CC1CCN(Cc2csc(N)n2)CC1 | -2 | -8 | 97 | 0 | 0 | 6 | 0 | 95 | 96 | 10 | 0.0
Cc1cc(C)n2nc(C(=O)NC(c3ccccc3)c3ccccc3)nc2n1 | 0 | -6 | 88 | 6 | -2 | -1 | -2 | 91 | 92 | 10 | 0.6
CC(C)(C)C1CCc2c(C(=O)NNC(=O)CCC(=O)O)csc2C1 (configuration not stated) | -6 | -2 | 98 | 1 | -5 | -4 | -6 | 100 | 93 | 10 | -0.1
CCN(CC)C(=O)CCc1nc2sc3c(c2c(=O)[nH]1)CCCC3 | -3 | -15 | 99 | 6 | -6 | 1 | -8 | 96 | 99 | 22 | 1.0
COc1ccccc1C(c1nnnn1C(C)(C)C)N1CCCCCC1 (configuration not stated) | -1 | 0 | 93 | 1 | 0 | -3 | -3 | 96 | 97 | 19 | 0.5
Cc1cc(=O)n2c3ccccc3n(CC(O)CN3CCCC3)c2c1C#N (configuration not stated) | 12 | -17 | 98 | 4 | -10 | 20 | -1 | 101 | 102 | 11 | 1.6
CCCc1nnc(SCC(=O)N2C(C)CCCC2C)n1CC1CCCO1 (configuration not stated) | -8 | -11 | 102 | 4 | -8 | 1 | -6 | 105 | 102 | 34 | 0.2
CN(c1ccccc1)C(c1ccc(F)cc1)c1nnnn1C1CCCC1 (configuration not stated) | -4 | -3 | 97 | 0 | 0 | -4 | -6 | 103 | 103 | 25 | 0.2
COc1cc2c(cc1NCc1ccccn1)oc1ccccc12 | -12 | -26 | 97 | 46 | -11 | -3 | -12 | 100 | 101 | 26 | 0.0
COC(=O)c1cc2n(n1)CCN(Cc1ccccc1F)C2=O | -1 | -1 | 104 | 3 | 3 | 0 | 0 | 101 | 102 | 31 | -0.2
CC(Sc1nc2c(cc1C#N)CCCCC2)C(=O)O (configuration not stated) | -5 | -7 | 98 | 4 | -5 | 1 | -2 | 102 | 102 | 13 | 3.7
CC(C)NS(=O)(=O)c1ccc(OCC(=O)N2CCCC2)c(Cl)c1 | -5 | -10 | 103 | 1 | -6 | 0 | -8 | 104 | 98 | 46 | 0.2
O=C(NC1CC1)c1cccc(Nc2ccc(-c3ccc4c(c3)OCCO4)nn2)c1 | -4 | -1 | 110 | 1 | -2 | 1 | 4 | 101 | 96 | 20 | 0.1
O=C(O)c1nn2c(c1Br)NC(c1ccccc1)CC2C(F)(F)F (configuration not stated) | -5 | -5 | 103 | 2 | -4 | -6 | -5 | 102 | 103 | 9 | 0.6
CC(O/N=C\c1ccccc1O)C(=O)Nc1ccccc1C(=O)N1CCOCC1 (configuration not stated) | -2 | -7 | 100 | 3 | -1 | -1 | 0 | 98 | 100 | 16 | 1.2
CC1CCCC(NC(=O)CNCc2ccccc2F)C1C (configuration not stated) | -3 | -8 | ? | 3 | -4 | -5 | -7 | 88 | 90 | 16 | 0.5
CCn1cc(/C=N/NC(=O)c2ccc(C#N)cc2F)c2ccccc21 | -6 | -4 | 98 | 1 | -3 | -4 | -4 | 102 | 102 | 16 | 0.2
O=C(N/N=C/c1ccc(Cl)c([N+](=O)[O-])c1)c1ccc2nc[nH]c2c1 | -1 | 0 | 94 | 0 | -1 | -1 | -3 | 96 | 103 | 13 | -0.1
COC(=O)C1=C(N)Oc2cc(N(C)C)ccc2C1c1ccccc1OC (configuration not stated) | -2 | 0 | 101 | 9 | -3 | -1 | -5 | 101 | 100 | 17 | 1.4
COc1ccc(C=C(c2ccc(OC)cc2)c2ccc(OC)cc2)cc1 | -6 | -10 | 106 | 7 | -8 | 8 | -6 | 109 | 101 | 49 | 1.6
Cc1ccc(-c2noc(C3CCN(S(=O)(=O)c4ccc5c(c4)OCCO5)CC3)n2)o1 | -4 | -10 | 105 | 2 | 0 | 2 | -9 | 101 | 100 | 15 | 1.4
Cn1cnnc1SCC(=O)OCN1C(=O)c2ccccc2C1=O | 0 | -9 | 99 | -1 | -5 | 3 | -9 | 96 | 97 | 10 | 0.0
COc1ccccc1C(=O)N1CCN(c2ccccn2)CC1 | 1 | 2 | 103 | 21 | 0 | 0 | -3 | 97 | 98 | 17 | 1.2
N#C/C(=C\c1c[nH]c2ccccc12)C(=O)NCC1CCCO1 (configuration not stated) | -3 | -8 | 102 | 8 | -5 | 0 | -4 | 103 | 107 | 13 | 0.6
CCC(=O)Nc1nc2cc(OC)ccc2s1 | -1 | -1 | 99 | 4 | -1 | 1 | 0 | 102 | 102 | 15 | 0.4
N#C/C(C(=O)NCc1ccccc1)=C1\SC(CCO)C(=O)N1c1ccccc1 (configuration not stated) | 0 | 0 | 98 | -1 | -3 | -2 | -6 | 99 | 100 | 17 | -0.2
c1ccc2c(c1)nnn1c3ccccc3nc21 | -2 | -14 | 99 | 1 | -5 | -2 | -2 | 101 | 101 | 5 | 0.1
CC(C)NC(=O)C1CCN(C2CCN(Cc3nc(C(C)C)cs3)CC2)CC1 | -5 | -9 | 107 | 2 | -4 | -3 | -8 | 111 | 111 | 19 | 0.2
c1ccc(-c2nnc(C(c3ccccc3)c3ccccc3)o2)cc1 | -3 | 0 | 100 | 2 | 0 | -2 | -1 | 102 | 100 | 6 | 1.1
CCN(CC)CCN1C(=O)C(O)=C(C(C)=O)C1c1ccc(OC)c(OC)c1 (configuration not stated) | -5 | -5 | 110 | 0 | -5 | -6 | -2 | 114 | 124 | 13 | 0.0
S=c1[nH]nc(-c2ccccc2)n1/N=C/c1c[nH]c2ccccc12 | -17 | -5 | 94 | -13 | -2 | -6 | -34 | 99 | 96 | 18 | -2.0
CCC(C)n1cnc2c(=O)oc3ccccc3c21 (configuration not stated) | 6 | -9 | 97 | 1 | -9 | 0 | -5 | 104 | 98 | 33 | 0.0
N#CC1=C(S)N(c2ccccc2)C(c2ccc(-c3cc(Cl)ccc3Cl)o2)NC1=O (configuration not stated) | -12 | 16 | 102 | -8 | -5 | -1 | -21 | 100 | 102 | 15 | -0.3
O=c1[nH]c(=O)n(Cc2ccccc2)c2c1C(C(F)(F)F)(C(F)(F)F)N=C(c1ccco1)N2 | -3 | 1 | 45* | 3 | -5 | -3 | -3 | 49* | 56* | 26 | 0.4
O=C(Nc1ccccc1F)c1ccc([N+](=O)[O-])s1 | -4 | -3 | 95 | 3 | -2 | 0 | 0 | 98 | 98 | 22 | 0.2
Cc1cc(OCC(=O)c2ccc(F)cc2)ccc1N1C(=O)CCC1=O | -3 | -11 | 102 | 1 | -11 | 0 | -4 | 101 | 101 | 12 | 0.1
CN(Cc1ccccc1)S(=O)(=O)c1ccc2c(c1)n(C)c(=O)n2C | 1 | -11 | 100 | 0 | -8 | 2 | -6 | 102 | 106 | 43 | 0.3
CCc1ccc(NC(=O)COC(=O)C2(c3ccc(Cl)cc3)CCCC2)cc1 | -1 | 0 | 99 | -2 | -1 | -3 | 0 | 101 | 100 | 12 | -0.4
O=C(Nc1cc2c(=O)n(-c3ccc(Oc4ccccc4)cc3)ccc2oc1=O)c1ccccc1 | -1 | -6 | 92 | 7 | -1 | -3 | -5 | 92 | 99 | 11 | 0.9

Only GSH bead fluor (3 entries from above):
mol | GSH bead fluor
CSc1ncccc1C(=O)NC1CCCCCC1 | 15
COc1ccccc1C(=O)N1CCN(c2ccccn2)CC1 | 17
Cc1ccc(-c2noc(C3CCN(S(=O)(=O)c4ccc5c(c4)OCCO5)CC3)n2)o1 | 15

Next part
canonical_smiles | Bim-Bcl-XL | Bim-Bfl-1 | RGS7-Gao | ABCG2 inh | Bcl-2 Bim block | Bcl-W Bim block | Bim-Bcl-B | RGS4-Gao reg | RGS8-Gao | GSH bead fluor | ABCB1 inh
COc1ccc(-c2nnc(SC(C)C#N)o2)cc1 (configuration not stated) | -14 | -11 | 103 | 19 | -13 | -5 | -8 | 101 | 103 | 33 | 0.2
Cn1c(=O)oc2cc(S(=O)(=O)N3CCN(c4ccccc4)CC3)ccc21 | -2 | -1 | 101 | 8 | -1 | -1 | -2 | 103 | 100 | 22 | 3.7
Cn1nc(OC(=O)Nc2ccc(Cl)cc2)cc1C(F)(F)F | -1 | -10 | 107 | 4 | -8 | 1 | -6 | 104 | 104 | 77 | 0.6
CN(C(=O)/C=C/c1ccc2c(c1)OCO2)c1ccccc1 | -3 | -1 | 104 | 8 | -2 | -3 | -3 | 105 | 102 | 72 | 0.1
CC(C)N(Cc1nc(-c2ccccc2)no1)C(=O)Cc1ccccc1 | -3 | -10 | 104 | 2 | -4 | 4 | -9 | 101 | 103 | 27 | 0.6
CC1CCCCN1S(=O)(=O)c1ccc(C(=O)Nc2nnc(-c3cccs3)o2)cc1 (configuration not stated) | -4 | -2 | 102 | 3 | -3 | -4 | -3 | 100 | 103 | 11 | -0.1
Cc1ccc(NC(=O)CSc2nnc3n2CCCCC3)cc1 | -8 | -11 | 103 | 2 | -7 | -6 | -7 | 101 | 100 | 15 | -0.5
O=C(O)/C(=C\c1cccs1)c1ccc(F)cc1 | -4 | 0 | 100 | 1 | 0 | -2 | -1 | 100 | 99 | 70 | -0.2
COC(=O)C(C)N(c1ccc(OC)cc1)S(C)(=O)=O (configuration not stated) | -3 | -4 | 95 | 0 | 0 | -5 | -1 | 73 | 87 | 12 | 0.3
CCC(C)NCCOCCOc1ccc(Cl)c2ccccc12 (configuration not stated) | -2 | -3 | ? | -4 | -1 | -2 | -2 | 104 | 103 | 17 | -0.4
